# Source: PubChem BioAssay (National Center for Advancing Translational Sciences (NCATS))
# SMN2 splice up: SMN2 splice variant enhancement | Potency, µM (highest dose often 46.1 µM), without a hit: top-dose activity change, positive = activation, hits mostly activators | AID 1458 | 210,000 compounds, 2.8% hits | HEK293 SMN2-luciferase splicing reporter, luminescence, 30-36 h; note: % of control where 0% means no effect; nearly all actives have a fitted effect of over 55% in size
#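 HEK293 cells carry an SMN2 minigene-luciferase reporter in which exon 7 inclusion puts luciferase in frame. Cells were seeded at 2000 cells/well, attached for 10-12 hours, then exposed to compounds for 30-36 hours at 37C before ONE-Glo luminescence.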
# RECQ1 inh: inhibitors of human RECQ1 DNA helicase. RECQ1 DNA unwinding, red fluorescence kinetic read. P46063. AID 2549. 240,000 compounds, 0.54% hits. Potency, µM (doses to about 57.3 µM), for inactives: top-dose activity, negative = inhibition, hits mostly inhibitors;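 note: plate controls were vehicle for no effect and no enzyme for full effect; nearly all actives have a fitted effect of over 30% in size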
#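 50 nM RECQ1T1 preincubated 15 min with compound in Tris pH 8.0 buffer with MgCl2, DTT, Tween-20 and 2.5 ug/ml poly(dI-dC); started with 200 nM TAMRA/BHQ-2 forked duplex and 2 mM ATP. Unwinding read as fluorescence (525/598 nm), two reads 2 h apart.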
# GoLoco inh red: inhibitors of human Gai1-RGS12 GoLoco interaction (red fluorophore). P63096. Gai1:RGS12 GoLoco peptide FP, rhodamine, 10 min. Potency, µM (doses to about 61.6 µM), without a hit: top-dose activity, negative = inhibition, hits mostly inhibitors. 230,000 compounds, 0.44% hits. AID 880; active = well fitted inhibition curve with a large enough effect, not every such curve was filed as active; inactive = no such curve, though single readings can be large or run the other way; note: % is set by controls: 0 for no effect and ±100 for the full control effect; nearly all actives have a fitted effect of over 30% in size; many of its hits are not listed in these tables
# Target sequence (P63096 whole entry, looked up): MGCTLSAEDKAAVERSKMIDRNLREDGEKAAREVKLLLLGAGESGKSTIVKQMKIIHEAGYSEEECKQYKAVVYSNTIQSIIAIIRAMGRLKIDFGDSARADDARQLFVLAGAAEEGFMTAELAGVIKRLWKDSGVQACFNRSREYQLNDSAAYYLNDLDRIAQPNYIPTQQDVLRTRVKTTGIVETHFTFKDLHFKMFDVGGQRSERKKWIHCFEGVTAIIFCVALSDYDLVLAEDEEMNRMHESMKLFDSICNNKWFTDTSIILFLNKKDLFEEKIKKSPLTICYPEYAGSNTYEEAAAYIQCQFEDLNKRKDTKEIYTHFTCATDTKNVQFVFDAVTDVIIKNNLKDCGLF
# JMJD2E inh: blocks human JMJD2E demethylase activity; B2RXH2; JMJD2E catalytic domain, FDH-coupled NADH fluorescence (FDH is formaldehyde dehydrogenase); Potency, µM (top dose mostly 57.1 µM), for the others: at the highest dose activity change, negative = inhibition, actives largely listed as inhibitors; 230,000 compounds, 1.6% hits; AID 2147; active = well fitted inhibition curve with a large enough effect, not every such curve was filed as active; inconclusive = small, poorly fitted or top-dose-only effect, or another doubt; inactive = no such curve, though single readings can be large or run the other way;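 note: 0% = wells with enzyme and -100% = buffer wells without enzyme; nearly all actives have a fitted effect of over 50% in size; many of its hits are not listed in these tables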
# Target sequence (B2RXH2 1-337 limits assumed): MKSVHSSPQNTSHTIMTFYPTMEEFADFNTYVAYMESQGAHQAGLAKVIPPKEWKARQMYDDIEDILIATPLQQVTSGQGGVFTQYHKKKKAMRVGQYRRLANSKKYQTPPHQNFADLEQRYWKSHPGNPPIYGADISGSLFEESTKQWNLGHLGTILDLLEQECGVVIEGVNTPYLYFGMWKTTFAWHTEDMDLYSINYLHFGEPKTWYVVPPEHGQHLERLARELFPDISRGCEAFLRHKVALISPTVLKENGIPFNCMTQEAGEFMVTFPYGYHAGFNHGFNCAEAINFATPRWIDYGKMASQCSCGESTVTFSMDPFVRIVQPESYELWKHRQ
# IMPase Li inh: cell-permeable IMPase inhibitors with lithium potentiation; CHO-M1 cells, IP1 TR-FRET (IP-One), carbachol + lithium; Potency, µM (highest dose often 59.4 µM), for the others: at the highest dose activity, negative = IMPase inhibition, usual class: inhibitors; 210,000 compounds, 0.35% hits; AID 1457;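 note: IP1 builds up when IMPase is blocked and the TR-FRET signal falls; plate controls were basal vehicle for no effect and high inhibitor control for full effect; nearly all actives have a fitted effect of over 50% in size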
#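 Lithium-sensitised IP1 accumulation assay; M1-expressing CHO cells treated 30 min at 37C with compound. Competitive antibody detection by time-resolved FRET followed a 10 min room-temperature lysis step.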
# KinaseGlo FLuc: Kinase-Glo luciferase inhibition (counter-screen). Q27757. Kinase-Glo luciferase, ATP luminescence, 8 min. Potency, µM (highest dose often 38.3 µM), for inactives: at the top dose activity change, negative = inhibition, most hits filed as inhibitors. 200,000 compounds, 0.28% hits. AID 1379; note: % is set by controls: 0 for no effect and ±100 for the full control effect; nearly all actives have a fitted effect of over 60% in size
#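 Compounds were added to a substrate mix at pH 7.2 (50 mM imidazole, 10 uM ATP, within the enzyme's linear range), followed by Kinase-Glo detection reagent; luminescence was measured after 8 minutes at ambient temperature.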
# Epigenetic reg: regulators of epigenetic silencing causing reporter derepression in mouse cells | Potency, µM (titrated, usually from 53.9 µM), for inactives: at the highest dose GFP activation, most hits filed as activators | 280,000 compounds, 0.2% hits | AID 1865 | murine LDR cells, GFP reporter derepression, 30 h; note: % of control where 0% means no effect; nearly all actives have a fitted effect of over 60% in size
#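 GFP-positive cell count by laser-scanning cytometry (objects 20–120 um) after 30 h, 37 C compound exposure of murine LDR cells; reporter is CMV-GFP integrated at a silenced locus, inducible by HDAC or DNMT inhibitors.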
# NPSR antagonist: blocks cAMP signaling of the human neuropeptide S receptor. Q6W5P4. CHO-NPSR cells, cAMP TR-FRET, antagonist mode. Potency, µM (series often up to 38.3 µM), inactives show at the highest dose activity change, negative = inhibition, most hits filed as inhibitors. 220,000 compounds, 1% hits; note: % is set by controls: 0 for no effect and ±100 for the full control effect; nearly all actives have a fitted effect of over 50% in size; many of its hits are not listed in these tables
# Target sequence (Q6W5P4 whole entry, looked up): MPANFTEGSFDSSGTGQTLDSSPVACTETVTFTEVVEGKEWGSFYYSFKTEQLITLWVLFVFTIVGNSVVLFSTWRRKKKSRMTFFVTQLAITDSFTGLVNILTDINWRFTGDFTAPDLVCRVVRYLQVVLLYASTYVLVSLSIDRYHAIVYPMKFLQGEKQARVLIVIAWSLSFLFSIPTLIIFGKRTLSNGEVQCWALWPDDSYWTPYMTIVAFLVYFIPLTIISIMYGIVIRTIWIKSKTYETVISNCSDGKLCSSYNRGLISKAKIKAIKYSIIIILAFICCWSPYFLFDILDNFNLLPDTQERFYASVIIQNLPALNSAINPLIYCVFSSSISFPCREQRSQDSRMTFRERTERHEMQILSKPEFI
# * = called active by the depositor; i = inactive; u = inconclusive; x = no result given; [ ] = remark or other dose. Unless noted, calls come from the whole dose curve; as a rule, active = well fitted curve in the direction sought with a large enough effect; inconclusive = small, poorly fitted or top-dose-only effect, or another doubt; inactive = no such curve, though single readings can be large; an effect the other way counts as inactive or inconclusive. Potency is the fitted concentration of half-maximal effect.
SMILES,SMN2 splice up,RECQ1 inh,GoLoco inh red,JMJD2E inh,IMPase Li inh,KinaseGlo FLuc,Epigenetic reg,NPSR antagonist
CCCC(O)(c1ccc(OC)cc1)C(CN1CCOCC1)c1ccccc1 (stereo unspecified),-19%,i,-3%,-9%,19%,1%,1.1%,-24%
O=C(NCc1ccccn1)c1ccccc1-c1ccccc1,-9%,i,2%,7%,6%,3%,-2.1%,12%
Cn1c(=O)c2c(nc(CN3CCOCC3)n2CCN2CCOCC2)n(C)c1=O,17%,-1%,-2%,-1%,14%[38.3 µM],0%,-1.1%,-14%[46.1 µM]
O=C(O)CCCNc1n[nH]c(=O)[nH]c1=O,0%,-12%,-2%,-16%,4%,0%,0.1%,26%
Cc1ccc(SCC(=O)Nc2cccc(C)c2)cc1,x,25µM*,6%,0%,-9%,-1%,1.7%,16%
NC(=O)c1ccc(NC(=O)COC(=O)c2ccccc2Nc2ccccc2)cc1,14%,i,10%,u,0%,0%,-0.4%,-6%
Cc1ccc(S(=O)(=O)N2CCN(C(=O)CSc3nnnn3C)CC2)c(C)c1,9%,0%,-2%,-4%,12%,3%,-1.5%,-16%
COc1cc2c(C(=O)N3CCCc4ccccc43)cn(C)c(=O)c2cc1OC,u,i,1%,-5%,9%[38.3 µM],1%,0.0%,-9%[46.1 µM]
COc1cccc(NC(=S)N(CCCN2CCN(C)CC2)Cc2ccco2)c1,-7%,-2%,-4%,-5%,4%,0%,-3.0%,5%
Cc1nn(-c2ccccc2)c(CC(C)(C)C(=O)O)c1C(=O)O,14%,0%,-4%,-5%,0%,5%,-1.1%,0%[46.1 µM]
CCCCCOC(=O)C1=C(C)Nc2ncnn2C1c1cccs1 (stereo unspecified),x,-2%,-9%,-12%,42%[38.3 µM],-1%,-1.0%,7%[46.1 µM]
COc1ccc2ccccc2c1/C=N/NC(=O)c1cccc(Br)c1,22%,-5%,8%,u,1%,-6%,-2.0%,-40%
Cc1ccccc1NC(=O)N1C2CCC1CC(O)(c1cccnc1)C2 (stereo unspecified),-3%,-4%,-3%,6%,-9%[38.3 µM],-3%,-3.8%,-2%[46.1 µM]
CNn1cnc2ccsc2c1=O,x,10%,-1%,4%,x,x,7.1%,-21%
Cc1c(C)c(C)c(/C=[N+](/C)[O-])c(C)c1C,19%,-9%,-11%,1%,-4%,1%,0.0%,13%
COc1cc(C2N(c3ccc(Cl)c(Cl)c3)C(=O)C3CCCN32)cc(OC)c1OC (stereo unspecified),x,-3%,x,7%,x,x,-1.0%,-14%[46.1 µM]
CCOC(=O)c1c(NC(=O)CCC(=O)NCc2ccco2)sc2c1CCCC2,7%,-2%,5%,u,-2%[38.3 µM],0%,1.2%,-26%[46.1 µM]
O=S(=O)(/N=C(/Nc1ccc(F)cc1F)c1ccc(Cl)cc1)c1ccccc1,3%,-3%,2%,-6%,-9%[38.3 µM],2%,0.0%,-4%[46.1 µM]
CC(C)c1ccc(/C=N/NC(=O)c2cc(-c3cccc([N+](=O)[O-])c3)n[nH]2)cc1,x,-5%,4%,-1%,x,x,-2.9%,29%
COc1ccc(S(=O)(=O)N(CC(=O)NCc2ccco2)C2CCCCC2)cc1OC,-9%,-7%,-10%,1%,-1%[38.3 µM],1%,1.8%,-15%[46.1 µM]
C(=C\N1CCCCCC1)/c1nnnn1-c1ccc(-c2ccccc2)cc1,x,-29%,3%,u,x,x,-4.2%,-7%
OCCN1CCN(c2ncnc3c2sc2nc(N4CCOCC4)c4c(c23)CCC4)CC1,-15%,-1%,13%,u,-1%[38.3 µM],-3%,-0.7%,-16%[46.1 µM]
COc1ccc(-n2c(SCC(=O)Nc3ccccc3)nc(O)cc2=O)cc1,x,-5%,27%,6%,x,x,1.1%,-9%
C/C(=N\NC(=O)c1ccc(Cl)cc1)c1ccc(Br)s1,-16%,-10%,-3%,8%,-8%[38.3 µM],-1%,4.6%,-2%[46.1 µM]
Cc1ccc(CNC(=O)CCCc2nc3ccccc3s2)cc1,5%,11%,2%,5%,-1%,1%,-1.3%,11%
CC(C(=O)N1CCc2ccccc21)N1CCc2ccccc2C1 (stereo unspecified),-26%,0%,9%,u,4%,0%,-2.0%,1%[46.1 µM]
CCCC=O,20%,-14%,-30%,x,7%,x,x,x
O=C(NCc1ccco1)/C(=C/c1ccco1)NC(=O)c1ccco1,9%,i,5%,-12%,1%,0%,-0.3%,-7%
COc1ccc(/C=N/NC(=O)CCn2c3ccccc3c3ccccc32)cc1OC,27%[1.84 µM],1%,-14%,-4%,-9%,4%,-0.9%,-6%
O=C(CSC1=NC(=O)C(c2ccccc2)C(=O)N1)Nc1ccccc1[N+](=O)[O-] (stereo unspecified),x,-7%,-6%,-11%,-2%,4%,1.4%,2%
Clc1ccc2nc(CSCc3ccccc3)cn2c1,13µM*,-8%,9%,6%,-1%,-1%,-0.6%,-12%
Cc1cc2cc(CNC(=O)c3cc4ccccc4o3)ccc2n1C,-1%,-11%,-21%,u,-19%[38.3 µM],-2%,1.0%,-11%[46.1 µM]
O=C(CSc1nnc(CNC(=O)c2ccco2)o1)Nc1nc2ccccc2s1,17%,15%,16%,-19%,1%,-2%,0.9%,0%
Cc1ccc(C(=O)CCNc2ccccc2)o1,2%,i,2%,-2%,-21%[38.3 µM],2%,-2.2%,-3%[46.1 µM]
CN(C(=O)C1CCOC1)c1nnc(-c2ccncc2)s1 (stereo unspecified),u,i,1%,36%,16%[38.3 µM],-2%,-1.1%,-6%[46.1 µM]
NC(=O)c1cc[n+](CC2=C(C(=O)O)N3C(=O)[C@@H](NC(=O)[C@@H](c4ccccc4)S(=O)(=O)[O-])[C@H]3SC2)cc1,16%,-4%,-16%,u,6%,-3%,1.1%,-7%[46.1 µM]
N#Cc1cn(CC(=O)NCC2CCCO2)c2ccccc12 (stereo unspecified),-20%,-11%,-2%,3%,-11%[38.3 µM],-6%,-3.2%,-18%[46.1 µM]
OCCC1CN(Cc2nc3ccccc3[nH]2)CCN1C1CCCC1 (stereo unspecified),x,0%,3%,5%,3%,-1%,1.1%,-9%
O=C(N/N=C/c1sc(=O)n(-c2ccccc2)c1Cl)c1ccccc1,7.1µM*,-7%,90%[activator],u,5%,-19%,2.1%,1%
Cc1ccc(S(=O)(=O)CCC(=O)N2CCN(c3ccc(Cl)cc3)CC2)cc1,-37%[inhibitor],-6%,8%,2%,12%,2%,-1.0%,-1%
CC(C)C(=O)NC(=S)Nc1c(Cl)ccc2nsnc12,x,-4%,2%,-9%,x,x,1.1%,-14%
COCCN(C(=O)CSc1nc2ccc(C)cc2[nH]1)c1c(N)n(Cc2ccccc2)c(=O)[nH]c1=O,x,4%,-1%,-7%,-4%,x,-0.3%,1%
Nc1ccc(Cl)c(S(=O)(=O)Nc2cccc(Cl)c2)c1,24%,-5%,6%,-26%,-1%,0%,-5.4%,-1%
Cc1cc2c([nH]c3ccccc32)c2c1OC(C)(C)C=C2,x,-16%,-15%,-1%,x,x,0.0%,-26%
Cc1ccc(-c2cc(-c3ccccc3)no2)c(O)c1,x,1%,-3%,-8%,4%,-17%,-1.1%,5%
CCOc1ccc(C(CC(=O)O)NC(=O)C23CC4CC(CC(C4)C2)C3)cc1 (stereo unspecified),27%,i,-5%,2%,-5%,3%,0.0%,-10%[46.1 µM]
CO/N=C(\Cn1ncc(N2CCOCC2)c(Br)c1=O)c1ccc(Cl)cc1,x,i,-5%,-5%,19%,1%,-3.2%,25%
Cn1c2c(c(=O)n(C)c1=O)C(C(F)(F)F)(C(F)(F)F)N=C(c1ccc(Cl)cc1)N2,-37%[inhibitor],-3%,-17%,5%,21%[38.3 µM],2%,0.6%,-14%[46.1 µM]
Cc1cc2c(c(=O)n1CC1CCCO1)C(c1ccco1)C(C#N)=C(N)O2 (stereo unspecified),-13%,i,5%,u,-4%[38.3 µM],0%,-0.7%,-7%[46.1 µM]
CC(=O)/C=C\c1cn(-c2ncc(C(F)(F)F)cc2Cl)c2ccccc12,-25%,-7%,-4%,-6%,5%[38.3 µM],3%,0.6%,u
CCOc1cccc2sc(N(CCCN(C)C)C(=O)Cc3ccccc3)nc12,-65%[inhibitor],-1%,0%,u,7%,-1%,-2.7%,-29%
CCOc1ccccc1/C=N/NC(=O)CNC(=O)c1ccc(S(=O)(=O)N2CCOCC2)cc1,3%,-2%,9%,-5%,0%,1%,0.0%,3%
C/C=C/C=C/C(=O)O,-15%,-2%,10%,x,-14%,x,x,x
COc1cc(/C=C2\SC(=N)N(c3ccc(F)cc3)C2=O)ccc1O,-20%,-2%,9%,-1%,8%,0%,-1.1%,-22%
CCCCOCCCNC(=O)C1CCCCC1,-5%,-1%,-3%,2%,1%[38.3 µM],-3%,-4.5%,7%[46.1 µM]
CCOC(=O)Cc1nnn(CC(=O)OCC)n1,-4%,-8%,2%,8%,8%[38.3 µM],0%,0.0%,3%[46.1 µM]
C[N+]1(C2CCC3CCCC2C3O)CCCCC1 (stereo unspecified),1%,i,8%,u,12%,-4%,-1.1%,6%
CCOc1ccc(/C=C2\SC(=S)N(N3C(=O)C4CC4C3=O)C2=O)cc1 (stereo unspecified),5%,-8%,-1%,-11%,-5%,1%,13%,-11%
COc1ccc(N(CC(=O)NCCSc2ccccc2)S(C)(=O)=O)cc1,-2%,i,7%,0%,7%,6%,3.3%,1%
N#C/C(C(=O)c1ccccc1)=C1/CCCCCN1,u,-3%,4%,7%,5%[38.3 µM],-8%,0.6%,19%[7.67 µM]
COc1ccccc1N1CCN(C(=O)Nc2ccc(F)c(Cl)c2)CC1,x,-23%,4%,3%,-1%,x,-1.2%,40%
CCOC(=O)c1ccc(NC=C2C(=O)OC3(CCCCC3)OC2=O)cc1,-8%,-2%,-3%,4%,7%[38.3 µM],-7%,0.0%,-4%[46.1 µM]

# Some of the compounds tested (hit frequency here may not be typical).
